Screening results from PubChem.
LmPK inh = blocks Leishmania mexicana pyruvate kinase activity; Q27686; purified LmPK, Kinase-Glo ATP luminescence, 1 h; Potency, µM (series often up to 57.5 µM), for inactives: at the highest dose activity change, negative = inhibition, hits mostly inhibitors; 290,000 compounds, 0.37% hits; AID 1721; further: potency means the concentration at half of the fitted maximal effect; on the % scale 0 is the no-effect control and ±100 the full control effect
Target sequence (Q27686 whole entry, looked up): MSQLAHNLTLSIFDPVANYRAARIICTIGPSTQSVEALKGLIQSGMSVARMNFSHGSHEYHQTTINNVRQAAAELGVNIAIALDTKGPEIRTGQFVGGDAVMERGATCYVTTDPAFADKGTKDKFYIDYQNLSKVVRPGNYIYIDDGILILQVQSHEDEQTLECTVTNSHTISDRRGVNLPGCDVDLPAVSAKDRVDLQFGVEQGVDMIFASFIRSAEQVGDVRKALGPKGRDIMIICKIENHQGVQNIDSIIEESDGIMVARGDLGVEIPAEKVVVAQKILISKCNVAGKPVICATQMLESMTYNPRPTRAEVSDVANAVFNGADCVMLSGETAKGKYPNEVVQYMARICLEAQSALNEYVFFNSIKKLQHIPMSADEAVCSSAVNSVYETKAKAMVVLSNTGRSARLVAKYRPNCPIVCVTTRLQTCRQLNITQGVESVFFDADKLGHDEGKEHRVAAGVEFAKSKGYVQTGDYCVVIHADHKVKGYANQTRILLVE
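Screened at intermediate enzyme activity to detect both inhibitors and activators: LmPK at 0.1 nM, with a 0.5 nM enzyme column as activation reference. PEP 0.5 mM, ADP 0.1 mM; ATP detected by luminescence after 1 h.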
Pf growth 96h = P. falciparum growth inhibition at 96 hours. P. falciparum luciferase reporter growth, 96 h. Potency, µM (doses to about 28.7 µM), for the others: at the top dose activity change, negative = inhibition, hits mostly inhibitors. 320,000 compounds, 6.9% hits; further: potency means the concentration at half of the fitted maximal effect; on the % scale 0 is the no-effect control and ±100 the full control effect
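Two-generation exposure (96 h) targets delayed-death phenotype. Reporter parasites carrying integrated firefly luciferase, in red cells at 2% hematocrit and 0.05% parasitemia final, kept at 37 C, 5% CO2; luminescence loss indicates inhibition.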
Shiga inhibitor = blocks Shiga toxin action in Vero cells; Vero cells, Shiga toxin protein synthesis inhibition reporter; inhibition, % at 38.7 µM; 290,000 compounds, 9.2% hits; in the data active means inhibition mostly above about 28%, no sharp cut-off; inactive means mostly below about 43%; further: 0% is about no effect
Pf growth 48h = inhibits P. falciparum growth in the first generation, 48 h | P. falciparum luciferase growth in erythrocytes, 48 h | Potency, µM (highest dose often 28.7 µM), inactives show at the top dose activity change, negative = inhibition, actives largely listed as inhibitors | 310,000 compounds, 5.9% hits; further: potency means the concentration at half of the fitted maximal effect; on the % scale 0 is the no-effect control and ±100 the full control effect
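Here the parasites carry a stable luciferase gene and grow inside erythrocytes in Albumax-based RPMI medium with compound for one erythrocytic cycle. Activity is scored as loss of luminescent signal.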
CHX counter = counter-screen for Shiga toxin inhibitors: cycloheximide protein synthesis inhibition | cell reporter, cycloheximide protein synthesis inhibition counterscreen | max response, % | 300,000 compounds, 12% hits | AID 2314; in the data active means max response mostly above about 13%, no sharp cut-off; inactive means mostly below about 14%; further: read at 38.3 µM for the half of the compounds with a filed dose; 0% is about no effect
Tb PYK inh = blocks Trypanosoma brucei pyruvate kinase; Potency, µM (titrated, usually from 76.8 µM), without a hit: top-dose activity, negative = inhibition, hits mostly inhibitors; Q57TT1; TbPYK enzyme, Kinase-Glo Plus ATP luminescence, 45 min; 410,000 compounds, 0.12% hits; AID 624173; further: potency means the concentration at half of the fitted maximal effect; on the % scale 0 is the no-effect control and ±100 the full control effect; nearly all actives have a fitted effect of over 50% in size
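Screened from lowest to highest concentration, compounds were pinned into TbPYK/substrate mixtures, and ADP (130 uM final) was added. Plates sat at room temperature for 45 min prior to Kinase-Glo Plus detection by luminescence.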
AmpC no deterg = inhibitors of E. coli AmpC beta-lactamase without detergent | AmpC nitrocefin hydrolysis, absorbance 480 nm, 0.0001% Triton | Potency, µM (series often up to 57.1 µM), for inactives: at the top dose activity change, negative = inhibition, actives largely listed as inhibitors | 330,000 compounds, 0.52% hits;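 further: potency means the concentration at half of the fitted maximal effect; plate controls were no compound for no effect and no enzyme for full effect; nearly all actives have a fitted effect of over 20% in size; some results filed as inactive show a strong effect at the top dose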
Target sequence (P00811 whole entry, looked up): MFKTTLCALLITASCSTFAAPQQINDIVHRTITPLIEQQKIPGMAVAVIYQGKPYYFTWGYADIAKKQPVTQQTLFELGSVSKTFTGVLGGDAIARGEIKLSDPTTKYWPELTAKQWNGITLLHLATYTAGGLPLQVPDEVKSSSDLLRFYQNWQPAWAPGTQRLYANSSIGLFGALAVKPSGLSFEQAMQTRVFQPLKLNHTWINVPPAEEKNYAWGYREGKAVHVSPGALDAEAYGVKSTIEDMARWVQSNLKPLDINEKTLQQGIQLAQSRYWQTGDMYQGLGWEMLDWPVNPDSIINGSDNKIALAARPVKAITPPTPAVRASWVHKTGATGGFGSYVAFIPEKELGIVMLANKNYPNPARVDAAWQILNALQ
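20 mM phosphate pH 7.0 + 0.01% (detergent screen) or 0.0001% Triton X-100; 5.3 nM AmpC reagent; cpd preinc 15 min RT; nitrocefin (800 uM stock) to start; A480 q20 s × 4 min; Activity was normalised to no-enzyme and no-compound control wells.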
The depositor's hits bear a star; & = joins results of further samples; ! = repeats disagree; [ ] = remark or other dose. Unless noted, the call rests on the fitted dose curve; in most records, active means well fitted curve in the direction sought with a large enough effect; inconclusive means small, poorly fitted or top-dose-only effect, or another doubt; inactive means no such curve, though single readings can be large; an effect the other way counts as inactive or inconclusive.

Screening CCCN1Cc2cccc(C(=O)NC3CCCC3)c2C1=O returned LmPK inh 9%, Pf growth 96h inconclusive, Shiga inhibitor -8, Pf growth 48h 11%, CHX counter -1, Tb PYK inh 1% and AmpC no deterg 1%.
Screening COc1ccc2c(c1)c(CC(=O)Nc1ccc(C(C)=O)cc1)c(C)n2C(=O)c1ccc(Cl)cc1 returned LmPK inh 4%, Pf growth 96h -26%, Shiga inhibitor 83*!, Pf growth 48h -20%, CHX counter 47*, Tb PYK inh -3%&-4% and AmpC no deterg inconclusive.
Screening OC(CNCCCN1CCCCC1)COc1ccccc1 (centres undefined) returned LmPK inh 1%, Pf growth 96h inconclusive, Shiga inhibitor 63, Pf growth 48h inconclusive, CHX counter 1, Tb PYK inh -6% and AmpC no deterg -13%.
For CC1=NN(c2cccc(C(=O)O)c2)C(=O)/C1=C\C=C\c1ccco1 the results were LmPK inh -3%, Pf growth 96h 29%, Shiga inhibitor 126*, Pf growth 48h 17%, CHX counter 86*, Tb PYK inh -25% and AmpC no deterg -20%.
`O=C(Nc1cccc(F)c1)c1ccccc1-c1ccccc1` gave LmPK inh 6%, Pf growth 96h 0%, Shiga inhibitor 3, Pf growth 48h 1%, CHX counter -2, Tb PYK inh 0% and AmpC no deterg -28%.
`COc1ccc(C2C3=C(CC(C)(C)CC3=O)Nc3n[nH]c(C)c32)cc1` (centres undefined) gave LmPK inh 1%, Pf growth 96h -37%, Shiga inhibitor -7, Pf growth 48h inconclusive, CHX counter -3, Tb PYK inh 1% and AmpC no deterg -19%.
For C=CCNc1oc(-c2cccc3ccccc23)nc1C#N the results were LmPK inh 4%, Pf growth 96h inconclusive, Shiga inhibitor 45*, Pf growth 48h 46%[activator], CHX counter 46*, Tb PYK inh 15% and AmpC no deterg -25%.
O=C(CCCn1c(=O)[nH]c2ccccc2c1=O)Nc1ccc(F)cc1 was read as LmPK inh 3%, Pf growth 96h 44%[activator], Shiga inhibitor -17, Pf growth 48h 16%, CHX counter 5, Tb PYK inh 1% and AmpC no deterg -10%.
For COc1cc(OC)cc(C(=O)NN(CCC#N)C2=NS(=O)(=O)c3ccccc32)c1 the results were LmPK inh -6%, Pf growth 96h 8%, Shiga inhibitor -7, Pf growth 48h 14%, CHX counter -2, Tb PYK inh -4% and AmpC no deterg -15%.
For CN1CCN(CCC(=O)Nc2ccc(Br)cc2)CC1 the results were LmPK inh 0%, Pf growth 96h 104%[activator], Shiga inhibitor 19, Pf growth 48h 0%, CHX counter 1, Tb PYK inh 4% and AmpC no deterg -10%.
COc1ccc(CCNC(=O)C2CCN(C(=O)c3ccccc3)CC2)cc1 was read as LmPK inh -2%, Pf growth 96h inconclusive, Shiga inhibitor 4, Pf growth 48h -3%, CHX counter 2, Tb PYK inh -20% and AmpC no deterg 3%.
For Cc1ccc(CCC(=O)Nc2ccccc2F)s1 the results were LmPK inh inconclusive, Pf growth 96h 7%, Shiga inhibitor 93*, Pf growth 48h 90%[activator], CHX counter 32*, Tb PYK inh -5% and AmpC no deterg -11%.
`CC(C)OC(=O)Cn1nc(C(c2ccccc2)c2ccccc2)oc1=O` gave LmPK inh 5%, Pf growth 96h -24%, Pf growth 48h inconclusive, CHX counter 5, Tb PYK inh 4% and AmpC no deterg 25%.
Cc1oc(CC(C)C)c(CN2CCCC2)c1C(=O)O was read as LmPK inh 3%, Pf growth 96h 16%, Shiga inhibitor -18, Pf growth 48h 8%, CHX counter -8, Tb PYK inh -26% and AmpC no deterg -20%.
Screening Cc1cc(C)c2[nH]c(C)c(CN3CCCCCC3)c(=O)c2c1 returned LmPK inh -6%, Pf growth 96h 389%[activator], Shiga inhibitor -4, Pf growth 48h 5%, CHX counter -2, Tb PYK inh 1% and AmpC no deterg 1%.
For Cn1c(=O)n(C)c2cc(NC(=O)c3ccccc3NS(C)(=O)=O)ccc21 the results were LmPK inh -1%, Pf growth 96h inconclusive, Shiga inhibitor -3, Pf growth 48h inconclusive, CHX counter 6, Tb PYK inh -11% and AmpC no deterg -9%.
Cn1cccc1/C=C1\C(=O)NC(=O)N(Cc2ccccc2)C1=O was read as LmPK inh 0%, Pf growth 96h 20%, Shiga inhibitor -3, Pf growth 48h 9%, CHX counter -4, Tb PYK inh -5% and AmpC no deterg -40%.
For COC(=O)C1CC(O)CN1C(=O)Nc1ccccc1 (centres undefined) the results were LmPK inh -5%, Pf growth 96h 3%, Shiga inhibitor -6, Pf growth 48h 5%, CHX counter 8, Tb PYK inh -4% and AmpC no deterg -9%.
Screening CC1CCCCN1C(=S)NC(=O)c1cccs1 (centres undefined) returned LmPK inh -14%, Pf growth 96h inconclusive, Shiga inhibitor 29, Pf growth 48h 27%, CHX counter 13, Tb PYK inh -17% and AmpC no deterg -18%.
`Cc1cccc(Oc2ncc(-c3ccc(Cl)cc3)cn2)c1` gave LmPK inh -2%, Pf growth 96h 55%[activator], Shiga inhibitor -13, Pf growth 48h 50%[activator], CHX counter 3, Tb PYK inh -8% and AmpC no deterg -7%.

Quoted at random: three entries already listed.
`CC(C)OC(=O)Cn1nc(C(c2ccccc2)c2ccccc2)oc1=O` gave LmPK inh 5%, Pf growth 96h -24%, Pf growth 48h inconclusive, CHX counter 5, Tb PYK inh 4% and AmpC no deterg 25%.
For C=CCNc1oc(-c2cccc3ccccc23)nc1C#N the results were LmPK inh 4%, Pf growth 96h inconclusive, Shiga inhibitor 45*, Pf growth 48h 46%[activator], CHX counter 46*, Tb PYK inh 15% and AmpC no deterg -25%.
For Cc1ccc(CCC(=O)Nc2ccccc2F)s1 the results were LmPK inh inconclusive, Pf growth 96h 7%, Shiga inhibitor 93*, Pf growth 48h 90%[activator], CHX counter 32*, Tb PYK inh -5% and AmpC no deterg -11%.

The listing picks up with the four entries that preceded the break.
Cn1cccc1/C=C1\C(=O)NC(=O)N(Cc2ccccc2)C1=O was read as LmPK inh 0%, Pf growth 96h 20%, Shiga inhibitor -3, Pf growth 48h 9%, CHX counter -4, Tb PYK inh -5% and AmpC no deterg -40%.
For COC(=O)C1CC(O)CN1C(=O)Nc1ccccc1 (centres undefined) the results were LmPK inh -5%, Pf growth 96h 3%, Shiga inhibitor -6, Pf growth 48h 5%, CHX counter 8, Tb PYK inh -4% and AmpC no deterg -9%.
Screening CC1CCCCN1C(=S)NC(=O)c1cccs1 (centres undefined) returned LmPK inh -14%, Pf growth 96h inconclusive, Shiga inhibitor 29, Pf growth 48h 27%, CHX counter 13, Tb PYK inh -17% and AmpC no deterg -18%.
`Cc1cccc(Oc2ncc(-c3ccc(Cl)cc3)cn2)c1` gave LmPK inh -2%, Pf growth 96h 55%[activator], Shiga inhibitor -13, Pf growth 48h 50%[activator], CHX counter 3, Tb PYK inh -8% and AmpC no deterg -7%.
`Cc1ccc(/C=C/C(=O)Nc2cccc3cccnc23)o1` gave LmPK inh -4%, Pf growth 96h 117%[activator], Shiga inhibitor -5, Pf growth 48h 2%, CHX counter 27, Tb PYK inh 2% and AmpC no deterg -39%.
For O=C(NC1(Cc2ccccc2)CCN(CCCc2ccccc2)C1=O)c1ccccc1 (centres undefined) the results were Pf growth 96h -14%, Pf growth 48h inconclusive, Tb PYK inh 1% and AmpC no deterg 9%.
For OCCOc1cccc(CN2CCC(CO)(CCOc3ccccc3)CC2)c1 the results were LmPK inh 1%, Pf growth 96h 0%, Shiga inhibitor -7, Pf growth 48h inconclusive, CHX counter -1, Tb PYK inh -15% and AmpC no deterg 16%.
Cc1cc(C)n(C(=O)CCC(=O)NCc2ccccc2)n1 was read as LmPK inh -1%, Pf growth 96h 8%, Shiga inhibitor -5, Pf growth 48h -6%, CHX counter -4, Tb PYK inh 0% and AmpC no deterg -15%.
Screening CC(=O)NS(=O)(=O)c1ccc(N=NN2CCCCCC2)cc1 returned LmPK inh -1%, Pf growth 96h 31%[activator], Shiga inhibitor 21, Pf growth 48h 13%, CHX counter -4, Tb PYK inh 1% and AmpC no deterg -4%.
For O=C(Oc1ccc(Br)cc1C(=S)N1CCOCC1)c1ccccc1 the results were LmPK inh 11%, Pf growth 96h 1%, Shiga inhibitor -4, Pf growth 48h 0%, CHX counter 5, Tb PYK inh -3% and AmpC no deterg -6%.
`Cc1ccc(NC(=O)CSc2nccn(-c3ccc4c(c3)OCCO4)c2=O)cc1` gave Pf growth 96h -2%, Pf growth 48h 11%, Tb PYK inh 3% and AmpC no deterg -20%.
Screening Nn1c(SCc2csc(-c3ccccc3)n2)nnc1-c1cccs1 returned LmPK inh -5%, Pf growth 96h inconclusive, Shiga inhibitor 9, Pf growth 48h inconclusive, CHX counter 6, Tb PYK inh -20% and AmpC no deterg -31%.
For O=C(O/N=C\c1ccc(N2CCCCC2)c([N+](=O)[O-])c1)c1cccc(Cl)c1 the results were LmPK inh 1%, Pf growth 96h 36%[activator], Shiga inhibitor -9, Pf growth 48h 8%, CHX counter -2, Tb PYK inh -1% and AmpC no deterg 54%.
`O=C1C2C3C=CC(CC3)C2C(=O)N1c1ccc(Cl)cc1Cl` (centres undefined) gave LmPK inh 3%, Pf growth 96h inconclusive, Shiga inhibitor -8, Pf growth 48h 0%, CHX counter 1, Tb PYK inh 2% and AmpC no deterg -17%.
Screening CCOc1ccc(NC(=O)c2[nH]c(C)c(C(C)=O)c2C)cc1 returned LmPK inh -6%, Pf growth 96h 9%, Shiga inhibitor 43*, Pf growth 48h 63%[activator], CHX counter 31*, Tb PYK inh 1% and AmpC no deterg -24%.
For O=C(CN(Cc1cccs1)C(=O)CCC(=O)Nc1ccccn1)NCc1ccccc1 the results were LmPK inh -5%, Pf growth 96h 57%[activator], Shiga inhibitor -19, Pf growth 48h 2%, CHX counter -1, Tb PYK inh -19% and AmpC no deterg -1%.
